Assay outcomes as filed in PubChem.
HP1b binding inh: blocks HP1-beta chromodomain binding to methylated histone tails. AlphaScreen HP1-beta / biotin-H3K9me3 peptide binding. 0.56% of 390,000 active. Potency, µM (highest dose often 114 µM), for the others: top-dose activity change, negative = inhibition, usual class: inhibitors. P83916; also: potency is read from the fitted curve at half-maximal effect; nearly all actives have a fitted effect of over 70% in size; inactives centre near 23
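AlphaScreen: HP1-beta (50 nM) preformed 30 min with biotin-H3(1-18)K9me3 peptide (50 nM) in PBS pH 7.4, 0.01% Tween-20. Compound added for 30 min at RT, then streptavidin donor/nickel chelate acceptor beads (10 ug/mL) for 30 min.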
G9a inh: G9a (human) methyltransferase inhibition; Potency, µM (top dose mostly 102 µM), for inactives: top-dose activity, negative = inhibition, hits mostly inhibitors; G9a H3K9 monomethylation, AlphaScreen, 2 h; AID 504332; 8.8% of 350,000 active; also: potency is read from the fitted curve at half-maximal effect; % is scaled to controls: 0 for no effect and ±100 for the full control effect; nearly all actives have a fitted effect of over 75% in size
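Signal arises when biotinylated H3K9 peptide, once monomethylated, bridges streptavidin donor and antibody-captured acceptor beads. Enzyme at 20 nM was preincubated 15 min with test compounds; peptide 500 nM and SAM 20 uM then reacted for 2 h.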
ERG-DNA inh: blocks human ERG Ets domain binding to DNA. P11308. fluorescence polarization, His-ERG Ets domain / labelled DNA. Potency, µM (doses to about 76.9 µM), for the others: at the highest dose FP activity, negative = inhibition, usual class: inhibitors. 0.028% of 370,000 active; active = well fitted inhibition curve with a large enough effect in the polarisation, with a control signal flat; inconclusive = small, poorly fitted or top-dose-only effect, or effect the other way, or a change in a side signal; inactive = no such curve, though single readings can be large or run the other way; the % refers to the polarisation;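 also: polarization taken with two DNA probes labelled with fluorescein and Texas red; potency is read from the fitted curve at half-maximal effect; % of control where 0% means no effect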
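His-tagged ERG Ets domain (1 uM in the protein solution; 300mM KCl, 50mM Tris-HCl, 1mM EDTA, 1mM DTT, pH 7.5) received compound, then a probe mix of 5 nM fluorescein-DNA and 100nM Texas-615-DNA. Fluorescence polarization was read for both dyes.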
PI4K2A inh: blocks human PI4K2A kinase activity; Q9BTU6; purified PI4K2A, ADP-Glo luminescence, 1 h; hits give low values; activity change, negative = inhibition, % at 76.9 µM; 0.13% of 420,000 active; in the data active = activity change below about -50%; inconclusive = mostly about -30% to -49%;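 also: -100% = wells without enzyme as full effect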
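ADP-Glo luminescence measured ADP generated by PI4K2A enzyme (4 ug/mL before mixing) with 1.2 mM PI substrate (pre-mix) and 300 microM ATP (pre-mix). Tris pH7.5 buffer with MgCl2, Triton X-100; 1 h reaction at ambient temperature.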
BAZ2B inh: BAZ2B (human) inhibition. 4.4% of 360,000 active. Q9UIF8. AID 504333. Potency, µM (series often up to 114 µM), without a hit: at the top dose activity change, negative = inhibition, hits mostly inhibitors. AlphaScreen BAZ2B-H3K14Ac peptide displacement; also: potency is read from the fitted curve at half-maximal effect; % is scaled to controls: 0 for no effect and ±100 for the full control effect; nearly all actives have a fitted effect of over 60% in size
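Complex of BAZ2B and biotin-H3K14Ac (50 nM apiece) forms over 30 min at RT, then faces library compounds up to 110 uM for another 30 min; AlphaScreen beads added, 20 min dark incubation, luminescence read.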
JMJD2A Tudor: blocks the human JMJD2A Tudor domain | O75164 | AlphaScreen JMJD2A-Tudor / H3K4me3 peptide binding | Potency, µM (highest dose often 114 µM), without a hit: at the highest dose activity change, negative = inhibition, usual class: inhibitors | 4.4% of 390,000 active | AID 504339; also: potency is read from the fitted curve at half-maximal effect; % is scaled to controls: 0 for no effect and ±100 for the full control effect; nearly all actives have a fitted effect of over 50% in size
Target sequence (O75164 whole entry, looked up, the tested form may be a part): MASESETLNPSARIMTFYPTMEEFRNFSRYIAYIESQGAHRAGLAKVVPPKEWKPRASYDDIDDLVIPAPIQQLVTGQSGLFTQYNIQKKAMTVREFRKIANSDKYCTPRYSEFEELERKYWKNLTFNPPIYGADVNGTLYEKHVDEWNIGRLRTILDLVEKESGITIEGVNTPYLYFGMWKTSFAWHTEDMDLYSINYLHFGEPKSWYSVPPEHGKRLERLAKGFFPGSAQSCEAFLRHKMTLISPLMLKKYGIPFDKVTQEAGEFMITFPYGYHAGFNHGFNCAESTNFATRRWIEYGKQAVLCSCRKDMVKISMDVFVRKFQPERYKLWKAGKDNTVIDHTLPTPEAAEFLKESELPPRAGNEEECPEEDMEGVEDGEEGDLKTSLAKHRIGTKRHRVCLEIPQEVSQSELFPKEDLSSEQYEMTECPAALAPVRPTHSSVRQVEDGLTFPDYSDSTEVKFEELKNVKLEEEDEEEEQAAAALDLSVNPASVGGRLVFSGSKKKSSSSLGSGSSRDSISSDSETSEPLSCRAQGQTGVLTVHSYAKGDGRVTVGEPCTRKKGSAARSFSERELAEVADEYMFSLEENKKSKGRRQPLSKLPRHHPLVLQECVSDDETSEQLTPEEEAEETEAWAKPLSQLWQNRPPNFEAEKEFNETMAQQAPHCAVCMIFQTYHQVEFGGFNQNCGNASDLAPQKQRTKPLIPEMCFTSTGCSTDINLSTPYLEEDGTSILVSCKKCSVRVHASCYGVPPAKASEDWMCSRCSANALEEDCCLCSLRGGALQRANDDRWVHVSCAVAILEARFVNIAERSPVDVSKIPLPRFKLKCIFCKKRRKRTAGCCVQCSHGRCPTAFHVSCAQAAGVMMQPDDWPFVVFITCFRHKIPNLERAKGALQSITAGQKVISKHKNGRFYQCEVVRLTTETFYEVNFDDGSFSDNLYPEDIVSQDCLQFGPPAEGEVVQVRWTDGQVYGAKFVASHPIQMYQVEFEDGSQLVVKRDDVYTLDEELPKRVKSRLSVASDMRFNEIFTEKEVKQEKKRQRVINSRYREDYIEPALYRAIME
GLS inh: blocks human kidney-isoform glutaminase activity | O94925 | GLS enzymatic activity, qHTS titration | Potency, µM (top dose mostly 45.5 µM), for the others: at the top dose activity change, negative = inhibition, actives largely listed as inhibitors | 0.21% of 410,000 active | AID 624170; also: potency is read from the fitted curve at half-maximal effect; % is scaled to controls: 0 for no effect and ±100 for the full control effect
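Enzyme dispensed in phosphate buffer (45 mM, pH 8.2, 0.02% Tween-20), compounds pinned in, then 1 mM L-glutamine solution and the glutamate oxidase–HRP–Amplex Red mix added; fluorescence read immediately and again after 30 min at room temperature.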
Pin1 inhibitor: inhibitors of human Pin1; 0.009% of 390,000 active; Pin1 FP peptide displacement, HiFluor488, 10 min; Q13526; Potency, µM (top dose mostly 115 µM), for inactives: at the top dose activity, negative = inhibition, hits mostly inhibitors; active = well fitted inhibition curve with a large enough effect in the polarisation, with a control signal flat, not every such curve was filed as active; inconclusive = small, poorly fitted or top-dose-only effect, or effect the other way, or a change in a side signal; inactive = no such curve, though single readings can be large or run the other way; the % refers to the polarisation; also: potency is read from the fitted curve at half-maximal effect; % is scaled to controls: 0 for no effect and ±100 for the full control effect
PGK inhibitor: T. brucei PGK inhibition; P07378; PGK/GAPDH coupled, Kinase-Glo luminescence, 60 min; Potency, µM (series often up to 57.5 µM), for the others: at the highest dose activity change, negative = inhibition, actives largely listed as inhibitors; 0.043% of 380,000 active; AID 602233; also: potency is read from the fitted curve at half-maximal effect; % is scaled to controls: 0 for no effect and ±100 for the full control effect; nearly all actives have a fitted effect of over 60% in size
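Recombinant glycosomal PGK reaction used 1,3-bisphosphoglycerate generated in-well by GAPDH (100nM final) in 100mM TEA pH 7.6, 5mM MgCl2, 0.01% Tween-20. After 60 minutes at room temperature, ATP was read by Kinase-Glo Plus luminescence end-point.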
* hit, by the source's call; i = inactive; ? = inconclusive; · = no result given; & = joins results of further samples; [ ] = remark or other dose. Unless noted, calls follow the shape of the dose curve; as a rule, active = well fitted curve in the direction sought with a large enough effect; inconclusive = small, poorly fitted or top-dose-only effect, or another doubt; inactive = no such curve, though single readings can be large; an effect the other way counts as inactive or inconclusive. Random draw from the library (roughly 11% active in at least one column).

SMILES	HP1b binding inh	G9a inh	ERG-DNA inh	PI4K2A inh	BAZ2B inh	JMJD2A Tudor	GLS inh	Pin1 inhibitor	PGK inhibitor
CC(CCc1ccccc1)NC(=O)CCNC(=O)Cn1ccc2ccccc2c1=O (centres undefined)	37%	-4%	3%	-3	0%	-7%	-17%	27%	-6%
O=C(CN1CCN(S(=O)(=O)c2ccccc2)CC1)N1CCc2ccccc21	30%	21%[12.7 µM]	-10%	-5	1%	-12%	-1%	-9%	i
Cn1c(Oc2ccc3c(c2)OCO3)nc2c1c(=O)n(Cc1ccccc1)c(=O)n2C	-16%	?	-2%	7	-22%[57.1 µM]	-10%[11.4 µM]	?	5%	0%
COc1ccccc1N1CCN(C(=O)CCC(=O)N2CCN(c3ccccc3OC)CC2)CC1	-6%	·	18%	-2	4%	-19%	16%	-1%	0%
O=C(COCc1cc(-c2ccc3c(c2)OCO3)on1)N1CCN(c2ccccc2)CC1	0%&26%	-63%	2%&6%	-6&-8	-6%	?	5%&20%	?	-9%&7%
CC1=C(C(=O)OCc2ccccc2)N2C(=O)[C@@H](NC(=O)COc3ccccc3)[C@H]2SC1	24%	?	-6%	-4	-9%	-14%	1%	-5%	-9%
CCOc1ccc(CCNC(=O)c2ccc(NC3=NC4CS(=O)(=O)CC4S3)cc2)cc1 (centres undefined)	82%[activator]	83%[activator]	9%	-7	-5%	-14%	2%	21%	-6%
O=C(N/N=C/c1cccc([N+](=O)[O-])c1)c1ccc2nc[nH]c2c1	53%[activator]	3%	6%	11	-7%	-6%	-6%	-1%	-10%
O=C(O)c1ccc2c(c1)C(=O)N(C(Cc1ccc(O)cc1)C(=O)O)C2=O (centres undefined)	1%	·	-6%	4	-33%	?	23%	-11%	0%
OCC[C@@H]1NCc2cc(CO)cc(-c3ccccc3)c21	53%[activator]	·	18%	-8	·	3%	-4%	1%	-7%
Cc1cc(C)c(-c2csc(NC(=O)C3=NN(c4ccccc4)C(=O)CC3)n2)c(C)c1	39%	28µM*	8%	-4	-6%	-26%	-9%	11%	i
O=C(O)C(Cc1ccccc1)N1C(=O)c2ccccc2C1=O (centres undefined)	37%	4%	7%	1	-1%	-14%	8%	-3%	0%
COc1ccc(-c2c(-c3ccccc3OC)sc3ccccc23)cc1OC	49%[activator]	-13%	0%	-3	-8%	-20%	1%	3%	-11%
O=C(Nc1ccc(N2CCN(Cc3ccccc3F)CC2)cc1)c1ccc([N+](=O)[O-])o1	0%	·	-1%	-6	-36%	-10%	-5%	7%	-12%
Cc1cc(C)n(/N=C/c2ccccc2)c(=O)c1C#N	15%	?	·	-1	-18%	-18%	1%	2%	-5%[11.5 µM]
O=C(Nc1ccccc1C(=O)N1CCN(CCO)CC1)c1cccc([N+](=O)[O-])c1	19%	·	4%	-3	-5%	-10%	-12%	-13%	7%
Cc1ccc2nc(-c3ccc(NC(=O)c4ccccc4S(C)(=O)=O)cc3)sc2c1	6%	2%[59 µM]	-8%	2	5%	-2%	2%	13%	-6%
CCOC(=O)c1c(C)oc2ccc(O)c(CN(C)C)c12	48%[activator]	?	9%	-3	-4%	0%	62%[activator]	1%	-2%
Cc1nc(N)c(C#N)c(-c2ccccc2Cl)c1C	10%	-8%	-2%	5	-1%	-23%	6%	-4%	1%
N#Cc1ccccc1S(=O)(=O)N1CCN(Cc2c(O)ccc3ccccc23)CC1	28%	0%[2.33 µM]	14%	-1	0%	?	7%	8%	0%
CCOC(=O)Cn1c(C(=O)OCC)cc2sccc21	16%	-6%[12.7 µM]	·	1	10%	16%	19%	3%	1%
COC(=O)c1c(NC(=O)Cn2cnc([N+](=O)[O-])n2)sc2c1CCC(C)C2 (centres undefined)	?	8.9µM*	-3%	4	-37%	?	-10%	-12%	5%
COCC(C)n1c(C)cc(C(=O)COC(=O)CN=C2NS(=O)(=O)c3ccccc32)c1C (centres undefined)	-13%	?	-2%	-8	?	-34%	4%	-1%	-6%
Cc1ccccc1S(=O)(=O)Cc1ccc(C(=O)N2CCN(c3cccc(C)c3C)CC2)o1	0%	-11%[59 µM]	-5%	-2	-6%	-29%	8%	11%	0%
CC(=O)Nc1ccc(N=Nc2c(C)[nH]n(C(N)=S)c2=O)cc1	8%	45µM*	-1%	9	-11%	-27%	24%	20%	·

Profiles from above. Order of values: HP1b binding inh	G9a inh	ERG-DNA inh	PI4K2A inh	BAZ2B inh	JMJD2A Tudor	GLS inh	Pin1 inhibitor	PGK inhibitor
Cn1c(Oc2ccc3c(c2)OCO3)nc2c1c(=O)n(Cc1ccccc1)c(=O)n2C in the list: -16%	?	-2%	7	-22%[57.1 µM]	-10%[11.4 µM]	?	5%	0%
O=C(CN1CCN(S(=O)(=O)c2ccccc2)CC1)N1CCc2ccccc21 in the list: 30%	21%[12.7 µM]	-10%	-5	1%	-12%	-1%	-9%	i
CC1=C(C(=O)OCc2ccccc2)N2C(=O)[C@@H](NC(=O)COc3ccccc3)[C@H]2SC1 in the list: 24%	?	-6%	-4	-9%	-14%	1%	-5%	-9%
Cc1nc(N)c(C#N)c(-c2ccccc2Cl)c1C in the list: 10%	-8%	-2%	5	-1%	-23%	6%	-4%	1%

Next part:
SMILES	HP1b binding inh	G9a inh	ERG-DNA inh	PI4K2A inh	BAZ2B inh	JMJD2A Tudor	GLS inh	Pin1 inhibitor	PGK inhibitor
Cc1ccc(NC(=O)COC(=O)CSC(=S)N2CCOCC2)cc1	60%[activator]	-29%	-3%	2	-15%	1%	3%	4%	2%
O=C(CCN1C(=O)C2C3C=CC(C4CC34)C2C1=O)Oc1ccccc1 (centres undefined)	47%[activator]	-2%	-19%	-1	-18%	-10%	2%	-5%	·
COc1ccc(S(=O)(=O)N(C)C[C@H]2Oc3c(NC(=O)Nc4c(C)noc4C)cccc3C(=O)N([C@@H](C)CO)C[C@H]2C)cc1	29%	·	-4%	2	·	-13%	0%	1%	i
O=C(CN1CCOCC1)Nc1ncc(Cc2cccc(Cl)c2)s1	48%[activator]	-22%[59 µM]	1%	1	?	-8%	3%	-3%	·
Cc1oc(C(C)(C)C)c(CN2CCCC2)c1C(=O)O	48%[activator]	?	10%	-1	-9%	-23%	-3%	0%	-9%
COc1cc(OC)c(NC(=O)N2CCC(CN3CCOCC3)CC2)cc1Cl	45%[activator]	3%[59 µM]	11%	-3	4%	-3%	7%	-12%	-2%
O=C(CNC(=S)N(Cc1ccccc1Cl)C1CCCC1)NCCCN1CCOCC1	33%	27%	-18%	-3	21%	-9%	3%	0%	i
O=C(NNC(=O)c1ccc(Br)o1)c1ccc(NS(=O)(=O)c2cccs2)cc1	27%	·	13%	9	·	-13%	16%	-6%	-7%
CCC1CCc2sc(C(=O)O)cc2C1 (centres undefined)	13%	-27%	0%	4	-1%	-20%	-3%	-2%	0%
S=c1nc(C2CCCCC2)[nH][nH]1	-46%	?	0%	0	1%	5µM*	-6%	3%	-2%
Cc1nc2ccc(Cl)cc2c(-c2ccccc2F)c1CC(=O)O	7%	?	-8%	0	?	?	10%	-2%	10%
O=C(O)C1CCCCC1C(=O)NCCc1ccc(F)cc1 (centres undefined)	26%	·	-4%	1	-1%	-18%	-1%	-4%	i
CCN(C(=O)Cc1ccc(NC2=NC3CS(=O)(=O)CC3S2)cc1)c1ccccc1 (centres undefined)	59%[activator]	16%	-14%	-3	-6%	1%	0%	1%	-3%
Cc1ccc(N(CC(=O)Nc2ccc(C)cc2C)S(=O)(=O)N2CCCC2)cc1	13%	-7%	-4%	0	10%	8%	2%	3%	-3%
COCCCNC(=O)Cn1ncc2ccsc2c1=O	36%	-44%	-12%	-4	0%	-2%	-9%	4%	-6%
Cc1ccccc1COCCN1CCN(S(=O)(=O)c2ccccc2)CCC1=O	41%[activator]	?	2%	7	1%	-1%	2%	38%	-11%
CCOC(=O)CSC1=C(C#N)C(c2ccc(C)cc2)C2=C(CCCC2=O)N1 (centres undefined)	40%[activator]	?	-4%	-1	6%	3%	10%	1%	0%
O=[N+]([O-])c1ccccc1CN1CCN(Cc2c[nH]c3ccccc23)CC1	?	32µM*	9%	9	50µM*	10µM*	7%	-1%	-3%
O=C(C[n+]1cc(-c2ccccc2)n2c1CCC2)Nc1nc(-c2ccc(F)cc2)cs1	?	?	-4%	-6	-31%	?	-1%	12%	6%
O=C(Nc1ccc(F)cc1C(F)(F)F)C1CCN(c2ncccn2)CC1	36%	-24%[59 µM]	-3%	-7	-8%	-10%	-2%	-6%	6%
CCOC(=O)C1C(=O)CC(C)(O)C(C(=O)OCC)C1/C=C/c1ccccc1 (centres undefined)	10%	-32%[12.7 µM]	15%	4	-16%	-18%	12%	-10%	0%
Cc1cc(C)nc(N(C#N)CCOc2ccc(Cl)cc2)n1	60%[activator]	-14%[59 µM]	14%	-8	90%[activator]	35%	9%	?	-8%
CCCn1c2ccccc2c2cnn(CC(=O)NCCc3ccc(OC)cc3OC)c(=O)c21	-6%	1%[59 µM]	0%	-2	-2%	-29%	6%	15%	i
Cc1ccccc1OCC(=O)NCCc1nc2ccccc2[nH]1	34%[activator]	5%	-12%	4	-7%	-11%	-9%	-3%	i
O=C(O)CCCC(=O)N1CCOCCOCCOCCOCC1	40%[activator]	24%[2.33 µM]	-4%	1	3%	-13%	1%	0%	-10%
CCOC(=O)c1ccc(N2C(=O)c3n[nH]c(C)c3C2c2ccccc2OC)cc1 (centres undefined)	-4%	?	1%	1	·	-34%	1%	?	-11%
